Screening data deposited in PubChem BioAssay by The Scripps Research Institute Molecular Screening Center.
CHRM1 agonist – agonists of human M1 muscarinic receptor. activation, % at 3 µM. CHO-K1 hM1, Fluo-8 calcium fluorescence, agonist mode; 0% DMSO, 100% acetylcholine EC100. AID 588814. 0.33% of 360,000 active;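 active = activation above the run's mean compound activation plus 3 SD, cut at about 16% in these data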;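 note: peak over basal fluorescence ratio within a 140 s kinetic read after compound addition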
Target sequence (P11229 whole entry, looked up): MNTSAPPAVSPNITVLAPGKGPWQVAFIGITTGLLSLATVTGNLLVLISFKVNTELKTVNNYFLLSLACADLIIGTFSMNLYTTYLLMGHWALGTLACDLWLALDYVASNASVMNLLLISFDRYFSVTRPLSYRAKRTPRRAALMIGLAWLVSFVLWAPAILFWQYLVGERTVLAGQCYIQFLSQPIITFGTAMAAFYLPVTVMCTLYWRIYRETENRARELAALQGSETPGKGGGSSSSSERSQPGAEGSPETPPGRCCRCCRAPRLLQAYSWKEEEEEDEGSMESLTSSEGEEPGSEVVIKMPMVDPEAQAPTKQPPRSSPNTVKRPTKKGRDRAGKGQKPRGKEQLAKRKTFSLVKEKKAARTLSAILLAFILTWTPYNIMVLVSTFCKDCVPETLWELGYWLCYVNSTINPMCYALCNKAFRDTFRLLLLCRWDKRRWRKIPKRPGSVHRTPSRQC
OXTR potentiate – potentiates the human oxytocin receptor response; 0.061% of 320,000 active; activation, % at 3 µM; CHO-OTR cells, Fluo-8 calcium fluorescence, potentiator mode; 0% = oxytocin EC15, 100% = EC100; AID 2445; P30559;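 active = activation above that plate's cutoff, the mean activation of tested compounds plus 3 SD, cut at about 6.6% in these data, passing the limit was not always enough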;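 note: 100% uses oxytocin at 75 nM as the full agonist control; some results filed as inactive read as strong as hits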
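Assay system: CHO cell line stably expressing human OTR | Also added: Oxytocin at about EC15, sub-maximal agonist stimulus | Times: Compound 6 min at room temperature before oxytocin, 100 s read | Measured by: Fluo-8 intracellular calcium fluorescence, ex 470-495, em 515-575 nm | Controls: EC15 oxytocin alone as 0%, 75 nM oxytocin as 100%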
CHO-K1 Ca PAM – M1 PAM counterscreen hit in parental CHO-K1 cells; 0.02% of 360,000 active; activation, % at 3 µM; AID 602247; ATP EC20, Fluo-8 calcium fluorescence; 0% at ATP EC20, 100% at ATP max;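 active = activation above the run cutoff, the mean activation of all test compounds plus 3 SD, cut at about 40% in these data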;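 note: peak over basal fluorescence ratio in a 140 s read after ATP addition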
V1aR counter – counter-screen for oxytocin receptor agonists: human V1a receptor agonists | P37288 | CHO-V1R cells, Fluo-8 calcium fluorescence, agonist mode; 0% DMSO, 100% 3 nM vasopressin | activation, % at 3 µM | 0.25% of 320,000 active | AID 2797;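 active = activation above the mean activation of all tested compounds plus 3 SD, per screening run, cut at about 20% in these data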;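 note: signal is peak over basal fluorescence ratio across a 100 second FLIPR read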
Target sequence (P37288 whole entry, looked up): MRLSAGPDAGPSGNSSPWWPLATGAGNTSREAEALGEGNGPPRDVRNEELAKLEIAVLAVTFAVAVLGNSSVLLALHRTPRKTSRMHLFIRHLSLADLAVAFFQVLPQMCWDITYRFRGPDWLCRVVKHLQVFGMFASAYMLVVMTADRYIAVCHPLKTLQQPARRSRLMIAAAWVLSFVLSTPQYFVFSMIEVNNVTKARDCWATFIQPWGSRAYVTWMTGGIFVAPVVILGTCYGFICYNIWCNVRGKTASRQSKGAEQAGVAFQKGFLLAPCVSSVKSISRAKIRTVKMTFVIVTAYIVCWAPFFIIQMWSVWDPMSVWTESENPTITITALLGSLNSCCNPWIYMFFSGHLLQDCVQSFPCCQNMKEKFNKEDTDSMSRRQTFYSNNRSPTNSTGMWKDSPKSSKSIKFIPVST
CHO parental Ca – counter-screen: ATP calcium response change in parental CHO cells. parental CHO-K1, ATP-induced calcium, Fluo-8 fluorescence. inhibition, % at 5.6 µM. 0.63% of 330,000 active. AID 463079;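 active = inhibition above that plate's mean sample inhibition plus 3 SD, cut at about 26% in these data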;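 note: 0% = ATP-challenged DMSO wells and 100% = DMSO wells without ATP; some compounds past the cut are filed as inactive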
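Test system: untransfected parental CHO cell line; also added: ATP stimulus; dosing: 5.6 µM, single dose; signal: calcium-sensitive Fluo-8 fluorescence; measure: percent inhibition of ATP-evoked calcium rise, normalized to controls; benchmarks: low control ATP plus DMSO, high control DMSO only; replication: one well per compound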
CHO-K1 Ca antag – nonselective inhibitor or artifact in parental CHO-K1 cells; AID 602250; inhibition, % at 3 µM; ATP-induced calcium, Fluo-8 fluorescence; 0.6% of 360,000 active;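 active = inhibition above a per-plate cutoff, the plate's mean sample inhibition plus 3 SD, cut at about 24% in these data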;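 note: 0% = DMSO plus EC80 ATP and 100% = DMSO alone without ATP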
TAAR1 ag – agonists of human TAAR1; CHO RD-HGA16 TAAR1, Fluo-8 calcium fluorescence; vehicle wells 0%, saturating PEA agonist 100%; activation, % at 3 µM; 0.99% of 360,000 active;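 active = activation above the mean activation of all test compounds in the run plus 3 SD, cut at about 38% in these data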
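System: CHO-derived RD-HGA16 cells with stable Gα16 and human TAAR1. Times: 17-24 h plating, Fluo-8 75 min 37 °C, 30 min RT. Measured by: calcium-sensitive Fluo-8 signal, excitation 470-495, emission 515-575 nm. Read-out basis: % activation relative to PEA EC100 response. Control set: DMSO and PEA EC100. Repeats: no replicates (n 1).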
TAAR1 antag – antagonists of human TAAR1; CHO RD-HGA16 TAAR1, Fluo-8 calcium fluorescence, antagonist; Q96RJ0; inhibition, % at 3 µM; 1.5% of 360,000 active; AID 624466;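 active = inhibition above a per-plate cutoff, the mean inhibition of test compounds on that plate plus 3 SD, cut at about 49% in these data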;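 note: 0% = DMSO plus EC80 beta-PEA response and 100% = DMSO alone without agonist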
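Assay system: CHO-derived RD-HGA16 cells stably expressing human TAAR1 plus Gα16. Timing: 140 s kinetic read after compound, 140 s after agonist. Technique: kinetic Fluo-8 calcium fluorescence measurement. Measure: % inhibition of agonist calcium response.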
M1 ag parental – M1 agonist counterscreen hit in parental CHO-K1 cells; 0.48% of 360,000 active; activation, % at 3 µM; Fluo-8 calcium fluorescence; scaled to maximal ATP response, vehicle zero; in the data active = activation above about 15%;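 note: untransfected CHO-K1 host cells lacking M1 receptor as counterscreen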
Starred values were filed as active, the others as inactive; . = no result given; & = joins results of further samples.

SMILES | CHRM1 agonist | OXTR potentiate | CHO-K1 Ca PAM | V1aR counter | CHO parental Ca | CHO-K1 Ca antag | TAAR1 ag | TAAR1 antag | M1 ag parental
C=C[C@@H]1c2cc(C)ccc2N(S(=O)(=O)c2ccc(C)cc2)[C@H](c2ccc(OC(C)=O)cc2)C1(C#N)C#N | -4 | 4 | 21 | 2.0 | -10 | -17 | 3 | -1 | 0.8
O=C(CCCn1c(=O)oc2ccccc21)Nc1ccccc1 | -3 | . | 6 | . | . | 5 | 7 | -26 | 2.1
COc1ccc(/C(N)=N/OC(=O)c2c(-c3ccccc3Cl)noc2C)cc1OC | -2 | . | 13 | . | . | -9 | 2 | -31 | 0.4
Cc1ccc(S(=O)(=O)CCC(=O)N2CCN(c3ccc([N+](=O)[O-])cc3)CC2)cc1 | -3 | -13 | -6 | 6.2 | -1 | -15 | 2 | -6 | 4.1
CC(C)Oc1ccc(CN2CCCC(CO)(Cc3ccc(F)cc3)C2)cc1 (stereo unspecified) | -9 | -6 | 14 | 0.4 | -11 | 0 | 4 | -4 | 2.9
Cc1cc(C(=O)N/N=C/c2cccnc2)c2ccccc2n1 | -5 | -6 | 5 | 2.3 | 7 | -6 | 2 | -5 | 1.0
Cc1sc(NC(=O)C2CCCC2)c(C#N)c1C | -2 | 3 | 20 | -0.1 | -12 | -7 | -2 | -6 | -0.1
CC1(C(=O)NS(=O)(=O)c2cccc(OC(F)F)c2)CCN1C(=O)Cc1ccsc1 (stereo unspecified) | 1 | . | -2 | . | . | 5 | 1 | 6 | 0.1
CN(c1ccc(OC(=O)CN2C(=O)NC3(CCCC3)C2=O)cc1)S(=O)(=O)c1ccccc1 | 2 | -6 | -12 | 5.2 | -8 | 0 | 4 | 3 | 4.0
CS(=O)(=O)N1CCCCC1c1cc(C(=O)NCc2ccc(F)cc2)no1 (stereo unspecified) | -3 | . | 16 | . | . | -8 | 2 | -13 | 0.8
CCOC(=O)C1=C(c2ccccc2)N(C)C(=O)NC1c1ccc(OC(F)F)c(OC)c1 (stereo unspecified) | -6 | -11 | 17 | -1.7 | -15 | -1 | 13 | -14 | 1.1
CCCCn1c(N)c(N(CCOC)C(=O)c2ccc(C)o2)c(=O)[nH]c1=O | -2 | 2 | 19 | 0.8 | 1 | -1 | 0 | -4 | 0.6
CC(C)(C)C(=O)CNS(=O)(=O)c1ccc(S(=O)(=O)NC2CCCC2)cc1 | 0 | -2 | 1 | 1.9 | -17 | -19 | 16 | -6 | 2.9
Cc1cc(N2CCOCC2)nc(SCC(=O)c2ccccc2)n1 | -4 | -7 | 10 | 1.0 | -11 | -7 | 5 | 3 | 1.6
CC1CCc2sc3ncnc(N4CCN(C)CC4)c3c2C1 (stereo unspecified) | -3 | . | 16 | . | . | -5 | 6 | -10 | 0.8

Copied from the list:
TAAR1 antag result of Cc1ccc(S(=O)(=O)CCC(=O)N2CCN(c3ccc([N+](=O)[O-])cc3)CC2)cc1 → -6
TAAR1 ag result of CC1CCc2sc3ncnc(N4CCN(C)CC4)c3c2C1 (stereo unspecified) → 6
CHRM1 agonist result of Cc1sc(NC(=O)C2CCCC2)c(C#N)c1C → -2
CHO-K1 Ca PAM result of CS(=O)(=O)N1CCCCC1c1cc(C(=O)NCc2ccc(F)cc2)no1 (stereo unspecified) → 16
TAAR1 ag result of CCOC(=O)C1=C(c2ccccc2)N(C)C(=O)NC1c1ccc(OC(F)F)c(OC)c1 (stereo unspecified) → 13
M1 ag parental result of CC1(C(=O)NS(=O)(=O)c2cccc(OC(F)F)c2)CCN1C(=O)Cc1ccsc1 (stereo unspecified) → 0.1

The results go on.
SMILES | CHRM1 agonist | OXTR potentiate | CHO-K1 Ca PAM | V1aR counter | CHO parental Ca | CHO-K1 Ca antag | TAAR1 ag | TAAR1 antag | M1 ag parental
CC(=O)c1ccc(N2CCN(C(=O)CCS(=O)(=O)c3ccc4c(c3)NC(=O)CS4)CC2)cc1 | -3 | -10 | 3 | 3.8 | -13 | -6 | 1 | 7 | 4.4
O=C1N=C(N2CCOCC2)S/C1=C/c1ccc(-c2ccc(F)cc2)o1 | -7 | -3 | 1 | -0.7 | -12 | -11 | 4 | 5 | 1.2
CCCCN(CCCNC(=O)c1ccc(CS(=O)(=O)c2ccc(OC)cc2)o1)Cc1ccccc1 | -5 | 3 | 13 | -0.1 | -22 | -23 | 0 | -23 | 0.5
COc1ccccc1C1=NOC(COC(=O)c2ccc3ccccc3n2)C1 (stereo unspecified) | -3 | -2 | 5 | 1.0 | -22 | -19 | 10 | -1 | 3.9
CC(C)CC(c1nnnn1Cc1ccco1)N1CCN(c2cccc(Cl)c2)CC1 (stereo unspecified) | -5 | 2 | 14 | 2.2 | -26 | -6 | 1 | 6 | 0.4
CCOc1ccccc1NC(=O)COC(=O)Cc1ccsc1 | -3 | -3 | 9 | -0.7 | -7 | 4 | -1 | 6 | -0.3
COc1cc2c(C#N)c(N3CCCC3)nc(N)c2c(N)n1 | -2&-4 | -4&-6 | -5&10 | -0.5&-1.1 | 0&-10 | -6&-5 | 20&-1 | 4&-14 | 0.4&0.7
NS(=O)(=O)c1ccc(CCNC(=O)Cc2ccccc2[N+](=O)[O-])cc1 | -6 | . | 2 | . | . | 11 | -1 | 2 | 0.0
O=[N+]([O-])c1ccc(N2CCN(c3nc(-c4ccc(Cl)cc4)cs3)CC2)cc1 | -2 | -12 | -7 | 0.0 | -12 | 12 | 3 | -8 | -0.1
COc1ccc(OC)c2sc(NC(=O)C3COc4ccccc4O3)nc12 (stereo unspecified) | -5 | -4 | 25 | 0.0 | -11 | -3 | -2 | 9 | 2.3
CC(=O)Nc1ccccc1-c1ccc(C)o1 | -2 | -6 | 2 | 0.8 | -7 | -11 | 6 | -6 | 0.8
CC(C)CCNC(=O)c1ccc(Cl)c(NC(=O)Cc2ccccc2)c1 | . | 1 | . | -0.6 | -14 | . | -1 | -12 | .
Cc1ccc(S(=O)(=O)N(CC(=O)N/N=C/c2cccc(C)c2)c2cccc3cccnc23)cc1 | -2 | -6 | 4 | -0.6 | -13 | 1 | 9 | -13 | -0.2
CCOc1ccc(S(=O)(=O)N(C(=O)c2ccco2)c2cc3sc(=O)oc3c3ccccc23)cc1 | -2 | -13 | 20 | 0.1 | 82* | -3 | 3 | 0 | 0.4
Cc1ccc(N(CC(=O)NC2CCCC2)C(=O)CCC(=O)Nc2nc(C)cs2)cc1 | 6 | -8 | 10 | 5.3 | -16 | -12 | 34 | -2 | 2.2
S=C1SC2(CCCCCC2)NC2=C1CCCCC2 | 0 | . | 4 | . | . | 10 | 7 | 13 | 13
COc1cc(/C=N\NC(=O)c2ccc(C)nc2)ccc1OC(=O)c1ccco1 | -2 | -5 | 26 | 0.7 | -11 | -14 | 8 | 14 | 0.4
O=C(C1CCCO1)N1CCN(S(=O)(=O)c2cc(C(F)(F)F)ccc2Cl)CC1 (stereo unspecified) | -4 | . | 1 | . | . | -8 | 0 | -27 | -0.2
C=CCN1C(=O)C(O)(CC(=O)c2ccc(N)cc2)c2ccccc21 (stereo unspecified) | 1 | 0 | 15 | 0.4 | -6 | -7 | 4 | -2 | 0.1
Cc1cc(C)c2oc(=O)cc(CN3CCOCC3)c2c1 | 1 | 7 | 13 | 2.5 | -12 | 13 | 0 | 8 | -0.3
COc1ccc(CCN2C(=O)COc3ccccc3C2C(=O)Nc2c(C)cccc2C)cc1OC (stereo unspecified) | . | . | 15 | . | . | -15 | 4 | -4 | 0.3
Cc1noc(C)c1CSCc1ccc(Cl)cc1 | -11 | -9 | -13 | -0.7 | -20 | 5 | 4 | 8 | -0.3
Cc1ccc(NC(=O)CN(C)CC(=O)Nc2c(C)cccc2C)c(Br)c1 | -1 | -13 | 12 | 3.3 | -4 | 7 | 4 | -1 | 1.3
CC1(C)CC(=O)C2=C(C1)OC(N)=C(C#N)C21CCN(Cc2ccccc2)CC1 | -3 | -23 | 6 | 1.4 | -21 | -11 | 7 | 11 | 1.1
CC(O)(c1ccc(F)c(F)c1)c1nc(-c2cnc3ccccc3c2)cs1 (stereo unspecified) | -2 | . | 17 | . | . | -6 | 4 | -2 | 0.8
[N-]=[N+]=NC(c1ccccc1)c1nc2ccccc2[nH]c1=O (stereo unspecified) | 6 | -19 | 9 | 18 | -3 | -3 | 31 | 10 | 2.5
Cc1noc(C)c1COC(=O)CCOc1ccccc1 | -3 | -18 | -6 | -0.7 | -12 | 18 | 0 | 7 | 0.0
O=C(Nc1ccccc1F)c1ccc2sc([C@@H]3O[C@H](CO)[C@H](O)[C@H](O)[C@H]3O)nc2c1 | -3 | . | 5 | . | . | -11 | 2 | -11 | 0.1
CSc1nc(C)cc(OCC(=O)N/N=C/c2ccccc2O)n1 | -2 | -11 | 7 | 4.6 | -6 | 0 | 11 | 5 | 3.5
Cc1cnc(C(=O)Nc2ccc(F)cc2)cn1 | -3 | -5 | 17 | -0.3 | -6 | -4 | 1 | 10 | 0.6
CC1CCCCC1NC(=O)CCCn1c(=S)[nH]c2ccccc2c1=O (stereo unspecified) | 1 | 2 | 19 | -0.6 | -5 | -14 | 1 | -16 | 1.7
O=C(CSc1nnc(Nc2ccccc2F)s1)NC(=O)CN1CCCC1=O | -4 | 4 | -4 | 0.1 | -13 | 7 | 1 | -35 | 0.4
COc1cccc(-c2nnc(-c3ccc4ccccc4c3)o2)c1 | -2 | . | -5 | . | . | -2 | 1 | 20 | -0.3
CC1(C)CC(=O)C/C(=N\NC(=O)C2C3CCCCC32)C1 (stereo unspecified) | -5 | -14 | -12 | -0.4 | 7 | 10 | 4 | -4 | -0.2
Cc1cc(NS(=O)(=O)c2ccc(NC(=O)COc3c(C)cc(Br)cc3C)cc2)no1 | -8 | -9 | 27 | 0.8 | -10 | -9 | -2 | 15 | -0.7

4 compounds drawn at random from the list so far:
SMILES | CHRM1 agonist | OXTR potentiate | CHO-K1 Ca PAM | V1aR counter | CHO parental Ca | CHO-K1 Ca antag | TAAR1 ag | TAAR1 antag | M1 ag parental
CC1CCCCC1NC(=O)CCCn1c(=S)[nH]c2ccccc2c1=O (stereo unspecified) | 1 | 2 | 19 | -0.6 | -5 | -14 | 1 | -16 | 1.7
CC1(C)CC(=O)C/C(=N\NC(=O)C2C3CCCCC32)C1 (stereo unspecified) | -5 | -14 | -12 | -0.4 | 7 | 10 | 4 | -4 | -0.2
Cc1cc(NS(=O)(=O)c2ccc(NC(=O)COc3c(C)cc(Br)cc3C)cc2)no1 | -8 | -9 | 27 | 0.8 | -10 | -9 | -2 | 15 | -0.7
O=C(CSc1nnc(Nc2ccccc2F)s1)NC(=O)CN1CCCC1=O | -4 | 4 | -4 | 0.1 | -13 | 7 | 1 | -35 | 0.4
